# mHTT CaM bind: mHTT-calmodulin interaction abrogation; P42858; AlphaScreen His-mHTT/GST-CaM binding, luminescence; inhibition, % at 15 µM; 190,000 tested, 3.6% active;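 also: 0% = both proteins with DMSO and 100% = one protein alone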
# Target sequence (P42858 whole entry, looked up, stated change not applied): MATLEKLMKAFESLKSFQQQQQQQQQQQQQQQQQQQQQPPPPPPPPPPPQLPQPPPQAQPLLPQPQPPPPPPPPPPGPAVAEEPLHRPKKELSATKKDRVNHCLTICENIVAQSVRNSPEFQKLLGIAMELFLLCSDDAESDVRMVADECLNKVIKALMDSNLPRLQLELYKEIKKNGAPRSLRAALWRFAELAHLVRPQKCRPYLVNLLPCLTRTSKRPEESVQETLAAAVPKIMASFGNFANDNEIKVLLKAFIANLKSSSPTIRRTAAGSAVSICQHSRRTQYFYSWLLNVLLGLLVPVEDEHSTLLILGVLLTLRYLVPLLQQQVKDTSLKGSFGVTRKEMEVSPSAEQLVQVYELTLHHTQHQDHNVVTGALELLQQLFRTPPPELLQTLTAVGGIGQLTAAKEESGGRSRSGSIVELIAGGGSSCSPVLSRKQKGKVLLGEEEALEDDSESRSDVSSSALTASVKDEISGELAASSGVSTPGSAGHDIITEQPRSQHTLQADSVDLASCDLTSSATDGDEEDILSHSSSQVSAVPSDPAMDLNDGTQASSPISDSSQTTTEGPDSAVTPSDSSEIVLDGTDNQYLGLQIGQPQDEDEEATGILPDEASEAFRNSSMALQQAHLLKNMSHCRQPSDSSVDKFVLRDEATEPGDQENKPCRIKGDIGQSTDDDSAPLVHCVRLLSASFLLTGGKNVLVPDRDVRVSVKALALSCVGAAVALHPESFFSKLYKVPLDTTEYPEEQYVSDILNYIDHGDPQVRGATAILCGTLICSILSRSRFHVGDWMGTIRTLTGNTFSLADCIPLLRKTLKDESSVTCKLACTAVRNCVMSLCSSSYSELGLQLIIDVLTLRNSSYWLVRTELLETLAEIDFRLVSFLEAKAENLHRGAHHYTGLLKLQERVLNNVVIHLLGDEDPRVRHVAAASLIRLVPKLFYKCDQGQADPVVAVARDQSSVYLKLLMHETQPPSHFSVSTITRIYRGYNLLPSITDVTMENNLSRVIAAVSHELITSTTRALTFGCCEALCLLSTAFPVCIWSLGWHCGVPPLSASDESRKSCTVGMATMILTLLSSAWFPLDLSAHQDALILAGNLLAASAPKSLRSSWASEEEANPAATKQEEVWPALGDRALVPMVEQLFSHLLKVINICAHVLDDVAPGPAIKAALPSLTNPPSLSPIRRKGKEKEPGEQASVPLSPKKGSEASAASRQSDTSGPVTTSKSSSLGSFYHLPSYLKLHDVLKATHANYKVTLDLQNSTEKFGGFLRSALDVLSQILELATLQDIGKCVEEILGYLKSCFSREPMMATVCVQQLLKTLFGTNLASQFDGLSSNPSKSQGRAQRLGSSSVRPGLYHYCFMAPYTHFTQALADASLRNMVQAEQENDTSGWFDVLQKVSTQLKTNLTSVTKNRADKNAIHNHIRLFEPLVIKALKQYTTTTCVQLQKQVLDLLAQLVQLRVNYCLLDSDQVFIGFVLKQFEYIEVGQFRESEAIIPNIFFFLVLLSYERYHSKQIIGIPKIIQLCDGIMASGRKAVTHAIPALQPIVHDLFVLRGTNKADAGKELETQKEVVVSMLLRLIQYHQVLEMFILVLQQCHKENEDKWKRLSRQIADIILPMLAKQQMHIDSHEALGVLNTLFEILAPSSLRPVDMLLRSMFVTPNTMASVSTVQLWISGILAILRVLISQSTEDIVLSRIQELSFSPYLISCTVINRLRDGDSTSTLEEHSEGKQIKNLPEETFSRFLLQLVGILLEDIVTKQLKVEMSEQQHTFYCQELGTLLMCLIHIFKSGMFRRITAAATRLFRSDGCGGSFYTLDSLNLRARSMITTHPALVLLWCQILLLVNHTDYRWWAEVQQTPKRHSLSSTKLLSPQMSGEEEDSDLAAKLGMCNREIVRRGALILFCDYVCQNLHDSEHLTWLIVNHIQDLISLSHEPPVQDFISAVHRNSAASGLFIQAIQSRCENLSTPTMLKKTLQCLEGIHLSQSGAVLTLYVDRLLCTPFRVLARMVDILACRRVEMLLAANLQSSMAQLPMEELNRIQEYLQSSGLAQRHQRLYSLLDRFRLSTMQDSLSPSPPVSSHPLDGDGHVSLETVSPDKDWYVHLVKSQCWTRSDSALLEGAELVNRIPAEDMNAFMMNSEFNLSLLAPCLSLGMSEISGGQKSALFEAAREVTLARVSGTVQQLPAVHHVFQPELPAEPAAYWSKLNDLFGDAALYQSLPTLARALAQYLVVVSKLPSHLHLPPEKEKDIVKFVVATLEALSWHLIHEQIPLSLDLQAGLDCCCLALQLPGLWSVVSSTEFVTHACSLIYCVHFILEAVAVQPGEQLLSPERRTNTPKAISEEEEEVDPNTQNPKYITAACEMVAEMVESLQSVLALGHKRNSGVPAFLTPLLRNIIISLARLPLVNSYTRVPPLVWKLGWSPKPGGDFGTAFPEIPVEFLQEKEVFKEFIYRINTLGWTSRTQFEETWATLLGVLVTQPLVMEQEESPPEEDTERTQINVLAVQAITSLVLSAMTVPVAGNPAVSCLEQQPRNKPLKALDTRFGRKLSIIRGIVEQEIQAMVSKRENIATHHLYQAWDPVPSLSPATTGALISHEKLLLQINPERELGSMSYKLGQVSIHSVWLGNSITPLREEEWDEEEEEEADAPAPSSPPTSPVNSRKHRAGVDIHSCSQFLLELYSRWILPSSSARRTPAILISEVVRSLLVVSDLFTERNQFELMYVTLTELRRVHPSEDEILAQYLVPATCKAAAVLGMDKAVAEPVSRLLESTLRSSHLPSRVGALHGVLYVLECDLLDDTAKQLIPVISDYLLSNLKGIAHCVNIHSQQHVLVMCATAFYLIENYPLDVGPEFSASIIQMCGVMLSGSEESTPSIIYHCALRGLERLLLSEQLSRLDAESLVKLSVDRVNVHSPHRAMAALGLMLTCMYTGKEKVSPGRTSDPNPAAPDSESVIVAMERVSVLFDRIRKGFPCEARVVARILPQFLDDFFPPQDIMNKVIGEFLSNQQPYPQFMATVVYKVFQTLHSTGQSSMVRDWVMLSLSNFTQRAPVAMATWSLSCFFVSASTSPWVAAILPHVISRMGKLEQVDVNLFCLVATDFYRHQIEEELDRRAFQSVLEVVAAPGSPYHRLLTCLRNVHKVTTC
# Pf apPOL inh: Pf-apPOL DNA polymerase inhibition | 210,000 tested, 0.25% active | Recombinant Pf-apPOL, molecular beacon fluorescence, 1.5 h | inhibition, % at 10 µM | AID 1794808
# An asterisk follows results filed as active; · = not tested or not shown; + = active, no number; & = joins results of further samples. Rule as the data show it: active = inhibition above about 50%; inactive = the rest.
SMILES,mHTT CaM bind,Pf apPOL inh
CC1(C)CC(=O)C2=C(C1)NC1=C(C(=O)CC(C)(C)C1)C2c1cccs1,0,-2&-1&2
O=[N+]([O-])c1ccc(CSc2nnnn2-c2ccc(Cl)cc2)cc1,5,4
Cc1ncc(-c2cc3cc([N+](=O)[O-])ccc3oc2=O)s1,-1,0
O=C(Nc1cccc(C(=O)N2CCCCC2)c1)c1ccccc1,-9,1
CC(C)CNC(=O)c1cn2cc(-c3ccc(C(F)(F)F)cc3)ccc2n1,26,8
COc1ccc(-c2c(C)c3ccc(OS(C)(=O)=O)cc3oc2=O)cc1,-2,-44
CC1(C)Cc2c(c(N3CCOCC3)nc3sc4c(NN)nnnc4c23)CO1,-4,·
O=C(NCc1ccccn1)c1ccc(CNS(=O)(=O)c2cccc(C(F)(F)F)c2)cc1,-4,-4
Cc1c(NCC(=O)N(c2ccccc2)C2CCCCC2)cccc1[N+](=O)[O-],·,-17
O=C1c2cccnc2C(=O)N1CC1CCCO1 (configuration not stated),15,4
Fc1ccc(-c2nc(-c3ccc(-n4cccn4)nc3)no2)cc1,0,-6
NC(=NO)c1nnc(-c2ccc([N+](=O)[O-])cc2)o1,·,5
O=C(c1ccc(Cl)c(Cl)c1)N1CCN(c2ccc([N+](=O)[O-])cc2F)CC1,31&-1,0&-2
COC(=O)c1ccc(N2C(c3ccsc3)=Cc3cc4c(cc3C2CC(=O)c2ccco2)OCO4)cc1 (configuration not stated),20,-7
Cc1ccccc1C(=O)Nc1ccccc1C(=O)NCc1ccccc1,-16,0
CSc1cccc2sc(N(CC3CCCO3)C(=O)c3ccc4c(c3)OCCO4)nc12 (configuration not stated),2,-1
CSC1=NC(=Cc2ccc([N+](=O)[O-])cc2)C(=O)N1CCOc1cccc(Cl)c1,·,-4
CC12CC(NC(=O)N1c1ccc(C(=O)NCc3ccco3)cc1)c1ccccc1O2 (configuration not stated),10,-21
Cc1ccc(NC(=O)C2CCN(c3ccncc3)CC2)cc1F,-8,-1
Cc1ccc(-c2[nH]ncc2CN2CCCC2c2c(C)noc2C)cc1C (configuration not stated),46,-6
COc1ccc(CCC(=O)NCc2cccnc2OC)cc1,-4,-5
COc1ccccc1C1C(C#N)=C(C)NC2=C1C(=O)CC(c1ccccc1)C2 (configuration not stated),7,-1
Cc1nnc(-c2nnc(NCc3ccccc3)c3ccccc23)o1,15,-6
C=CCSC1=C(C#N)C(c2ccc(O)c(OC)c2)CC(=O)N1 (configuration not stated),3,-2
COc1ccccc1C1C(C(=O)c2cccs2)=C(O)C(=O)N1c1nc(C)c(C)s1 (configuration not stated),28,-6
CC12COC3(C(=O)Nc4ccccc4Cl)CC1CCC32C (configuration not stated),-16,-1
O=C(NCc1cccs1)C(=O)Nc1ccncc1,-10,-9
NC(=O)c1nc(-c2ccc([N+](=O)[O-])cc2)nc2c1[nH]c(=O)n2-c1ccccc1F,6,7
O=C(c1ncn[nH]1)N1CCN(c2ccc([N+](=O)[O-])cc2)CC1,12,0
O=C(c1csc(CN2CCN(c3ccccc3F)CC2)n1)N1CCCC1,7,2
CCOC(=O)CC[C@H]1CC[C@]2(CCCN(C(=O)C3CCCC3)C2)O1,-4,-2
CCOc1ccccc1C(=O)Nc1c2c(nn1-c1ccc(OC)cc1)CS(=O)C2 (configuration not stated),1,-4
COc1ccc(C(=O)N/C(=C\c2cccs2)c2nc3ccccc3[nH]2)cc1OC,28,-6
O=C(CCS(=O)(=O)c1ccc(Br)s1)Nc1ccc(Cl)c(C(F)(F)F)c1,-4,-2
CCN(CC)S(=O)(=O)c1ccc(Cl)c(C(=O)NCc2ccco2)c1,-7,-7
CCc1cc(C2CCCN2C(=O)c2cc(-c3cccs3)on2)on1 (configuration not stated),-1,-4
CC(C)(C)CC(=O)N1CCc2nc(-c3ccccc3)ncc2C1,5,-2
CC(C)N1C(=O)/C(=C\c2nc3ccccc3c(=O)n2-c2ccc([N+](=O)[O-])cc2)c2ccccc21,61*,-6
CC1CCN(Cc2csc(N3CCN(C(=O)Cc4ccc(F)cc4)CC3)n2)CC1,22,4
COc1ccc(C2=N/C(=C/c3cc(OC)c(OC)cc3OC)C(=O)O2)c(Cl)c1,-9,-5
Cc1cc(=O)c(OCc2ccccc2)cn1CC(=O)Nc1ccccc1C(F)(F)F,-20,1
COCCC1CCN(C(=O)c2ccc(F)cc2Cl)CC1,-4,-4
CCc1cccc(N=c2oc3c(C)ncc(CO)c3cc2C(=O)Nc2ccc(C)cc2)c1,5,28
CCCc1[nH]nc2c1C(c1ccc(Cl)c([N+](=O)[O-])c1)C(C#N)=C(N)O2 (configuration not stated),10,4
COc1cc(C(=O)Nc2ccccc2S(C)(=O)=O)cc(OC)c1OC,-3,-1
CC(=O)N1CCC(COc2ccc(C(=O)N3CCCC3)cc2)CC1,-5,-2
Nc1ncnc2c1ncn2[C@@H]1O[C@H](COP(=O)(O)OP(=O)(O)OP(=O)(O)OP(=O)(O)OC[C@@H]2O[C@H](n3cnc4c(N)ncnc43)C(O)[C@@H]2O)[C@H](O)C1O (some centres not stated),·,16
O=C(O)c1ccc(N2C(=O)CC(N3CCN(c4ncccn4)CC3)C2=O)cc1 (configuration not stated),2,-5
COc1ccccc1-n1nc(C(=O)NCc2cccnc2)c2ccccc2c1=O,-1,-5
Cc1ccc(CC(=O)Nc2cc(-c3cccs3)no2)cc1,-13,1
CCc1ccc(N(CC(=O)Nc2ccccc2CC)S(C)(=O)=O)cc1,-10,-5
CCOc1ccc(CCNC(=O)Cn2c(-c3cncs3)nc3ccccc32)cc1OCC,8,-2
CC(C)C(=O)N1CCN(c2nc3c(s2)CC(C(=O)Nc2ccccc2F)CC3)CC1 (configuration not stated),-1,-4
c1cncc(-c2cc(N3CCOCC3)c3ccccc3n2)c1,·,-9
CCOC(=O)C1CCN(C(=O)c2ccc3c(c2)NC(=O)C2CCCCN32)CC1 (configuration not stated),-8,-4
CCSc1nc2c3cc(OC)ccc3n(C)c2c(=O)n1C,-4,-5
O=c1[nH]c(SCc2cccc(F)c2)nc2c1CN(Cc1ccc(F)cc1)CC2,5,-2
Cc1ccc(C2SCC(=O)N2Cc2ccccc2)cc1 (configuration not stated),-14,3
COc1ccc(OCC(=O)Nc2cc([N+](=O)[O-])ccc2C)cc1,-3,-10
COC(CN(C)C(=O)CCS(=O)(=O)c1cc(Br)cc2c1N(C(C)=O)CC2)OC,-5,-8

# Following part:
SMILES,mHTT CaM bind,Pf apPOL inh
Fc1ccc(C2=Nc3ccccc3NC(C(Cl)(Cl)Cl)C2)cc1 (configuration not stated),34,-2
COc1cc([N+](=O)[O-])cc(C=Nc2cccc(NC(=O)c3ccccc3)c2)c1O,22,3
O=C1CC(c2cccs2)CC2=C1C(c1coc3ccccc3c1=O)Nc1ccccc1N2 (configuration not stated),54*,-4
CCOC(=O)c1ccc(OC)c(OC)c1Cl,·,-7&-5
COc1ccc(Cl)cc1C(=O)O/N=C1\C=C(C(C)C)C(=O)C=C1C,+,8
COc1ccc(OC)c(C2NC(c3cc(OC)ccc3OC)C3CCCC2C3=O)c1 (configuration not stated),10,-20
c1ccc(C23CC4CC(CC(C4)C2)C3)cc1,1,-6
Cc1nnc(-c2cccn2CC(=O)Nc2cccc(Cl)c2C)o1,-11,-1
CCn1c(=O)c(NCc2ccc(F)c(Cl)c2)nc2ccncc21,-3,-9
CC(C)CN1CCC(=O)N([C@H](COc2ccccc2)Cc2ccccc2)CC1,19,-6
Cc1cccc(C(=O)ON=C2CCSCC2)c1,-7,-2
Cc1ccc(C)c(S(=O)(=O)N=C2C=C(Br)C(=O)c3ccccc32)c1,46,-7
COc1ccc(N2C(=O)C3CCCN3C2c2ccc(SC)cc2)cc1Cl (configuration not stated),19,-1
CCN(CCN(C)C)Cc1ccc(F)c(F)c1,1,-3
CCOc1cc(/C=C2\SC(=N)N(c3nonc3N)C2=O)ccc1OCC(N)=O,5,-2
CN(C)c1ccc(CN2CCc3nc(N4CCN(c5ccccc5F)CC4)ncc3C2)cc1,40,-2
Cc1cc(C)cc(C(=O)N2CCC(COc3ccc(C(=O)N4CCOCC4)cc3)CC2)c1,16,0
Cc1cc(=O)[nH]c(N=C(N)N2CCc3ccccc32)n1,-3,-3
CC1CCC(NC(=O)c2nc(-c3ccc(N4CCCC4)cc3)no2)CC1 (configuration not stated),2,2
COc1ccc(C)cc1NC(=O)c1cn(-c2ccc(F)cc2F)c(=O)c2ccccc12,7,-2
CN(C)c1ccc(CNC(=O)C2CCN(c3cc(N4CCCCC4)ncn3)CC2)cc1,10,4
Nc1nnc(SCC(=O)Nc2nc3c(s2)CCCC3)s1,10,-2
N#Cc1ccc(Sc2nc3ccccc3o2)c([N+](=O)[O-])c1,12,2
CCc1c(C)nc2c(-c3cccc(Br)c3)c[nH]n2c1=O,-1,-8
CCC(=O)N1CCc2sc(S(=O)(=O)N3CCN(c4ccc(OC)cc4)CC3)cc2C1,15,-3
O=C(Nc1nc(-c2cccs2)cs1)c1cc(Cl)sc1Cl,10,-3
Cc1cc(C)cc(NC(=O)N2CCOc3ccc(Cl)cc32)c1,-3,-5
COc1ccc(Cl)cc1C(=O)Nc1c2c(nn1-c1ccccc1C)CS(=O)(=O)C2,-1,-3
O=C1COc2ccccc2N1Cc1nc(-c2ccc(F)c(Cl)c2)no1,-17,-5
COc1ccc(/C=C/C(=O)Nc2ccc(NC(=O)c3ccco3)c(OC)c2)cc1,1,-4
Cc1cc2c(NS(=O)(=O)c3ccc(F)cc3)cccc2nn1,·,-1
Cc1ccnc(N2CCCC(C(=O)N3CCN(Cc4ccccc4)CC3)C2)n1 (configuration not stated),15,-3
C=CCSc1nnnn1-c1ccc(OC)cc1,-19,-5
Cc1ccc(-c2cc(=O)c3cc(NC(=O)C4CCCCC4)ccc3o2)cc1,-3,-2
CCN1c2cc(C)ccc2-n2cccc2C12CCN(C(=O)Cc1cccs1)CC2,98*,-2
COc1ccc2nc(N3CCN(C(=O)Nc4ccccc4C(F)(F)F)CC3)sc2c1,-6,-7
O=C(Nc1cnn(Cc2ccc(Cl)cc2Cl)c1)c1cc(-c2ccc(F)cc2)on1,-2,-2
CC(C)CCNc1cc(C(C)C)c(C#N)c2nc3ccccc3n12,-13,-72
COc1ccccc1NC1=CC(=NS(=O)(=O)c2cccs2)c2ccccc2C1=O,91*,-15
Cc1cnc(NC(=O)c2ccc(Cl)cc2Cl)s1,1,-14
CCOc1cccc2cc(C(=O)Nc3ccc(F)cc3)c(=Nc3ccc(C(=O)O)cc3)oc12,-6,-4
Cc1ccc(C(=O)Nc2ccccc2C(=O)NC(C(=O)NC(C)(C)C)C(C)C)cc1 (configuration not stated),-2,7
O=C(NCc1cccnc1)c1cc2n(n1)CCCC2,-4,5
O=C(Nc1ccno1)NN1CCOCC1,·,-14
Cc1ccnc(SCc2cc(=O)c(OC(=O)C(C)(C)Oc3ccc(Cl)cc3)co2)n1,99*,2
O=C(Nc1ccccc1)N1CCN(C/C=C/c2ccccc2)CC1,10,-14
O=C(NCCN1CCOCC1)Nc1ccc(Cl)cc1,-1,-3
NS(=O)(=O)c1ccc(CNC(=O)/C=C/c2ccc3c(c2)OCO3)cc1,2,0
O=C(O)CC1Nc2ccccc2NC1=O (configuration not stated),4,2
COc1cccc(CC(=O)N2CCC3(CC2)NC(=O)c2cc(C)ccc2N3C)c1,14,-4
COC(=O)COc1ccc2c(C)c(-c3ccc(OC)c(OC)c3)c(=O)oc2c1,6,-10
Cc1ccc(SCCN2CCC(C(C)(C)C)CCC2=O)cc1 (configuration not stated),-6,0

# Filtered by structure: the compounds so far with a nitro group on carbon.
SMILES,mHTT CaM bind,Pf apPOL inh
O=[N+]([O-])c1ccc(CSc2nnnn2-c2ccc(Cl)cc2)cc1,5,4
Cc1ncc(-c2cc3cc([N+](=O)[O-])ccc3oc2=O)s1,-1,0
Cc1c(NCC(=O)N(c2ccccc2)C2CCCCC2)cccc1[N+](=O)[O-],·,-17
NC(=NO)c1nnc(-c2ccc([N+](=O)[O-])cc2)o1,·,5
O=C(c1ccc(Cl)c(Cl)c1)N1CCN(c2ccc([N+](=O)[O-])cc2F)CC1,31&-1,0&-2
CSC1=NC(=Cc2ccc([N+](=O)[O-])cc2)C(=O)N1CCOc1cccc(Cl)c1,·,-4
NC(=O)c1nc(-c2ccc([N+](=O)[O-])cc2)nc2c1[nH]c(=O)n2-c1ccccc1F,6,7
O=C(c1ncn[nH]1)N1CCN(c2ccc([N+](=O)[O-])cc2)CC1,12,0
CC(C)N1C(=O)/C(=C\c2nc3ccccc3c(=O)n2-c2ccc([N+](=O)[O-])cc2)c2ccccc21,61*,-6
CCCc1[nH]nc2c1C(c1ccc(Cl)c([N+](=O)[O-])c1)C(C#N)=C(N)O2 (configuration not stated),10,4
COc1ccc(OCC(=O)Nc2cc([N+](=O)[O-])ccc2C)cc1,-3,-10
COc1cc([N+](=O)[O-])cc(C=Nc2cccc(NC(=O)c3ccccc3)c2)c1O,22,3
N#Cc1ccc(Sc2nc3ccccc3o2)c([N+](=O)[O-])c1,12,2
